GPR7 antag: blocks human GPR7 receptor signaling. P48145. GPR7-expressing cells, fluorescence antagonist assay. inhibition, % at 4.4 µM. actives 1.1% (n = 290,000). AID 1861; in the data active = inhibition above about 16%, passing the limit was not always enough;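 also: cells stimulated with the agonist NPW; 0% = agonist with vehicle and 100% = vehicle without agonist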
Target sequence (P48145 whole entry, looked up): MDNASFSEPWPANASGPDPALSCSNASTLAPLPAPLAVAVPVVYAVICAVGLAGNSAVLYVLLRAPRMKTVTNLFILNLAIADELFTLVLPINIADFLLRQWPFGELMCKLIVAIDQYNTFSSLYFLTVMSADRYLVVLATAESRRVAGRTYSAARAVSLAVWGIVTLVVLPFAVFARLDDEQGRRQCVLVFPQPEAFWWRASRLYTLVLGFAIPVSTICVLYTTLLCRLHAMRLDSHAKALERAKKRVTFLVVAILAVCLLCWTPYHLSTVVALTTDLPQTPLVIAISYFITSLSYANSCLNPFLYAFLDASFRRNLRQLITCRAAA
NALP1 yeast inh: NALP1 inhibition | S. cerevisiae NALP1/ASC/caspase-1 growth, X-gal OD620, 72 h | inhibition, % at 10 µM | actives 0.61% (n = 280,000) | AID 2071; in the data active = inhibition mostly above about 24%, no sharp cut-off; inactive = mostly below about 32%; also: some compounds called inactive have numbers as strong as hits
PfM18AAP inh: PfM18AAP enzyme inhibition | inhibition, % at 7.35 µM | actives 1.2% (n = 290,000) | recombinant PfM18AAP, H-Glu-NHMec fluorogenic cleavage;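 active = inhibition above the campaign mean inhibition over all tested compounds plus 3 SD, cut at about 28% in these data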;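 also: 0% = plate median of test compound wells and 100% = 2 mM ZnCl2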
VIM-2 inhibitor: blocks Pseudomonas aeruginosa VIM-2 metallo-beta-lactamase; actives 0.89% (n = 290,000); purified VIM-2, nitrocefin hydrolysis, epi-absorbance fluorescence; inhibition, % at 5.6 µM;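 active = inhibition above the mean of all tested compounds plus 3 SD, cutoff set per screening run, cut at about 7.5% in these data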;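 also: red hydrolysis product quenches plate fluorescence so inhibitors raise well fluorescence; 0% = enzyme with DMSO and 100% = DMSO without enzyme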
IDE cell inh: inhibitors of human insulin-degrading enzyme in cells. P14735. HEK cells, FAbetaB cleavage, fluorescence polarization. inhibition, % at 5.59 µM. actives 0.41% (n = 320,000). AID 434962;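 active = percent inhibition above the average of all tested compounds plus 3 SD, set per screening campaign, cut at about 16% in these data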;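 also: IDE supplied by intact live HEK cells; FP after avidin binding of uncleaved biotin substrate so inhibition keeps polarization high; 0% = DMSO wells and 100% = 60 µM reference IDE inhibitor Ii1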
PHOSPHO1 block: PHOSPHO1 (human) inhibition | inhibition, % at 13.3 µM | recombinant PHOSPHO1, absorbance phosphatase assay | actives 1.1% (n = 290,000); in the data active = inhibition above about 60%
Target sequence (Q8TCT1 whole entry, looked up): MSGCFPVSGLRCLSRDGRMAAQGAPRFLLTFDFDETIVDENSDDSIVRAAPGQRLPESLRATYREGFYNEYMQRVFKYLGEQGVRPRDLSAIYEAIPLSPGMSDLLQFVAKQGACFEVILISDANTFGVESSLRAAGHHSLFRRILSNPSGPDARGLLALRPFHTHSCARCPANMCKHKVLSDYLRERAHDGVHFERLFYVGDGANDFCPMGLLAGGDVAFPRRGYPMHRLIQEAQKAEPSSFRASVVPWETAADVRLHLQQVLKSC
IMP-1 inhibitor: inhibitors of Pseudomonas aeruginosa IMP-1 metallo-beta-lactamase; purified IMP-1, nitrocefin hydrolysis, epi-absorbance fluorescence; inhibition, % at 5.6 µM; actives 0.45% (n = 290,000); AID 1556;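 active = inhibition above the mean plus 3 SD of all compounds in the same screening run, cut at about 4.5% in these data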;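 also: 0% = IMP-1 with DMSO and 100% = DMSO wells lacking enzyme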
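System: Purified IMP-1 | Read-out basis: Percent enzyme inhibition | Controls: IMP-1 with DMSO as 0%, enzyme-free DMSO as 100% | Replicates: One well per compound | Doses: 5.6 µM nominal single concentration | Detection: Epi-absorbance fluorescence, 480 nm excitation, 530 nm emission | Incubation: 25 °C, 15 min preincubation, 25 min reaction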
p-CIP stab down: lowers stability of the mouse p/CIP coactivator protein | Q05BA5 | F442A p/CIP-EGFP cells, EGFP fluorescence, 16 h | decrease of EGFP signal, % at 10 µM | actives 0.01% (n = 290,000) | AID 1984;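 active = EGFP signal decrease of at least 30% at 10 µM or well 3 SD below plate mean, unless failing retest; inactive = the rest, including hits failing retest or dose response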; also: some compounds called inactive have numbers as strong as hits; many of its hits are not listed in these tables
IDE cell activ: boosts human insulin-degrading enzyme activity in HEK cells; FAbeta-B cleavage, fluorescence polarization; 0% vehicle, 100% cell-free pure enzyme wells; activation, % at 5.96 µM; AID 493087; actives 0.073% (n = 340,000);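 active = activation above the mean of all tested compounds plus 3 SD, set per screening campaign, cut at about 17% in these data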
* = called active by the depositor.

CCCc1cc2nnc(SCC(=O)N(C)C3CCCCC3)n2c(N)n1 was read as GPR7 antag 3.1, NALP1 yeast inh 14.6, PfM18AAP inh -1.5, VIM-2 inhibitor -4.7, IDE cell inh 4.4, PHOSPHO1 block 15.1, IMP-1 inhibitor -1.0, p-CIP stab down -6.8 and IDE cell activ -0.5.
`COC(=O)c1cc(OC)c(OC)cc1NC(=O)c1cc(C(C)(C)C)oc1C` gave GPR7 antag -12.3, NALP1 yeast inh 2.4, PfM18AAP inh -2.9, VIM-2 inhibitor -1.0, IDE cell inh 0.4, PHOSPHO1 block 15.9, IMP-1 inhibitor -1.0, p-CIP stab down -5.3 and IDE cell activ 5.0.
For O=S(=O)(Nc1ccc(Cc2ccncc2)cc1)c1ccc(Cl)c(Cl)c1 the results were GPR7 antag 13.6, NALP1 yeast inh -1.5, PfM18AAP inh -3.1, VIM-2 inhibitor -1.3, IDE cell inh 3.1, PHOSPHO1 block -27.2, IMP-1 inhibitor -2.0, p-CIP stab down -26.9 and IDE cell activ 6.5.
Screening CCOC(=O)c1sc2ncnc(N3CCN(c4ccc(OC)cc4)CC3)c2c1C returned GPR7 antag 8.9, NALP1 yeast inh 5.8, PfM18AAP inh -11.8, VIM-2 inhibitor 1.2, IDE cell inh 4.3, PHOSPHO1 block 36.7, IMP-1 inhibitor -2.5, p-CIP stab down -6.3 and IDE cell activ 6.3.
CCOC(=O)N1CCN(C(c2ccccc2)c2sc3nc(C)nn3c2O)CC1 (configuration not stated) was read as GPR7 antag 2.5, NALP1 yeast inh 7.5, PfM18AAP inh 4.1, VIM-2 inhibitor -2.7, IDE cell inh 3.0, PHOSPHO1 block 4.9, IMP-1 inhibitor -2.7, p-CIP stab down -7.4 and IDE cell activ 1.4.
Screening CCn1c(=O)c2ccccc2n2c(SCC(=O)N3CCc4ccccc4C3)nnc12 returned GPR7 antag 3.6, NALP1 yeast inh 18.7, PfM18AAP inh 5.7, VIM-2 inhibitor 2.2, IDE cell inh -1.7, PHOSPHO1 block 20.9, IMP-1 inhibitor -2.7, p-CIP stab down -10.9 and IDE cell activ -2.1.
`COc1ccccc1N1CCN(C(=O)COc2ccc(Cl)cc2Br)CC1` gave GPR7 antag 28.4*, NALP1 yeast inh 22.0, PfM18AAP inh 4.2, VIM-2 inhibitor -3.3, IDE cell inh -1.5, PHOSPHO1 block 0.6, IMP-1 inhibitor -2.3, p-CIP stab down -2.2 and IDE cell activ 2.3.
Screening COc1ccc(N(C(=O)c2ccco2)C(C(=O)NC2CCCC2)c2cc(OC)c(OC)c(OC)c2)cc1 (configuration not stated) returned GPR7 antag 0.3, NALP1 yeast inh -8.2, PfM18AAP inh 1.8, VIM-2 inhibitor -1.2, IDE cell inh -0.9, PHOSPHO1 block 18.8, IMP-1 inhibitor 0.1, p-CIP stab down -5.1 and IDE cell activ -0.8.
For CN(C)CCCNC(=O)CCC1CCCCC1 the results were GPR7 antag -14.1, NALP1 yeast inh 12.5, PfM18AAP inh -1.7, VIM-2 inhibitor -0.7, IDE cell inh -8.2, PHOSPHO1 block 0.2, IMP-1 inhibitor -2.8, p-CIP stab down 4.9 and IDE cell activ 4.4.
`O=C(O)c1cccc(NC(=S)NC(=O)c2ccc(-c3ccccc3)cc2)c1` gave GPR7 antag -3.4, NALP1 yeast inh -10.6, PfM18AAP inh -2.6, VIM-2 inhibitor -1.1, IDE cell inh 7.0, PHOSPHO1 block 21.5, IMP-1 inhibitor -0.8, p-CIP stab down -3.5 and IDE cell activ -0.7.
Screening N/C(=N\OC(=O)/C=C/c1ccccc1)c1ccccc1 returned GPR7 antag -7.4, NALP1 yeast inh -3.2, PfM18AAP inh -2.6, VIM-2 inhibitor -1.5, IDE cell inh 2.8, PHOSPHO1 block 10.8, IMP-1 inhibitor -5.4, p-CIP stab down 1.7 and IDE cell activ -2.8.
Cc1ccc(Nc2nc(N)c(C#N)c(CC#N)c2C#N)cc1 was read as GPR7 antag -7.1, NALP1 yeast inh -1.9, PfM18AAP inh 5.3, VIM-2 inhibitor -2.7, IDE cell inh 14.4, PHOSPHO1 block 42.8, IMP-1 inhibitor -1.4, p-CIP stab down -9.4 and IDE cell activ 2.5.
Screening COc1ccc(N2CCN(C(=O)CCCCn3c(=O)[nH]c4ccsc4c3=O)CC2)cc1 returned GPR7 antag 2.1, NALP1 yeast inh -8.3, PfM18AAP inh 0.0, VIM-2 inhibitor 0.6, IDE cell inh 1.0, PHOSPHO1 block 28.5, IMP-1 inhibitor -3.9, p-CIP stab down -5.6 and IDE cell activ -5.8.
`Cc1cccc(N2CCN(c3nc4ccccc4n4cnnc34)CC2)c1C` gave GPR7 antag 1.9, NALP1 yeast inh -4.4, PfM18AAP inh 8.7, VIM-2 inhibitor -3.3, IDE cell inh -3.5, PHOSPHO1 block 10.8, IMP-1 inhibitor -4.5, p-CIP stab down -7.1 and IDE cell activ -3.2.
`Cc1nnsc1C(=O)Nc1ccc(S(=O)(=O)N2CCCC(C)C2)cc1` (configuration not stated) gave GPR7 antag -7.4, NALP1 yeast inh -0.9, PfM18AAP inh 7.0, VIM-2 inhibitor -1.5, IDE cell inh 4.8, PHOSPHO1 block 30.2, IMP-1 inhibitor 0.6, p-CIP stab down -1.3 and IDE cell activ 1.4.
Screening COc1ccc(OC)c(S(=O)(=O)N2CCN(c3ncccn3)CC2)c1 returned GPR7 antag 13.2, NALP1 yeast inh -11.6, PfM18AAP inh -6.3, VIM-2 inhibitor 0.2, IDE cell inh 1.1, PHOSPHO1 block 46.3, IMP-1 inhibitor 0.0, p-CIP stab down -2.3 and IDE cell activ -2.8.
Cc1ccccc1-n1c(SCC(=O)N2CCCC2)nnc1-c1ccccn1 was read as GPR7 antag 17.7, NALP1 yeast inh 15.2, PfM18AAP inh -1.9, VIM-2 inhibitor 0.9, IDE cell inh 2.7, PHOSPHO1 block -17.7, IMP-1 inhibitor -0.6, p-CIP stab down -10.1 and IDE cell activ 4.3.
`CCOC(=O)Cc1csc(SC(C)C(=O)NCC(=O)Nc2ccc(F)c(F)c2F)n1` (configuration not stated) gave GPR7 antag -3.5, NALP1 yeast inh -3.9, PfM18AAP inh -4.4, VIM-2 inhibitor 1.4, IDE cell inh 2.2, PHOSPHO1 block -7.4, IMP-1 inhibitor -1.1, p-CIP stab down 6.0 and IDE cell activ 4.7.
CC(/C=C/c1ccccc1)=N\Nc1nc(C)cc(C)n1 was read as GPR7 antag -5.3, NALP1 yeast inh 33.9, PfM18AAP inh 38.6*, VIM-2 inhibitor -6.4, IDE cell inh 0.5, PHOSPHO1 block -12.2, IMP-1 inhibitor -4.2, p-CIP stab down -2.9 and IDE cell activ -7.5.
Screening O=C(Nc1nnc(C2CC2)s1)c1cccs1 returned GPR7 antag -9.3, NALP1 yeast inh 11.1, PfM18AAP inh -2.9, VIM-2 inhibitor -3.5, IDE cell inh 1.8, PHOSPHO1 block 38.1, IMP-1 inhibitor -1.9, p-CIP stab down 0.6 and IDE cell activ -1.2.
`COc1ccc(OC)c(CN2CCN(Cc3cc(OC)c(OC)c(OC)c3)CC2)c1` gave GPR7 antag -0.1, NALP1 yeast inh 11.1, PfM18AAP inh -5.0, VIM-2 inhibitor -0.1, IDE cell inh 1.4, PHOSPHO1 block 3.1, IMP-1 inhibitor 0.1, p-CIP stab down 7.5 and IDE cell activ 1.4.
Screening CC(=O)CSc1nnc2cc(C)c3ccccc3n12 returned GPR7 antag -10.1, NALP1 yeast inh -7.1, PfM18AAP inh 1.6, VIM-2 inhibitor 1.6, IDE cell inh -4.6, PHOSPHO1 block 27.1, IMP-1 inhibitor -4.9, p-CIP stab down -7.9 and IDE cell activ 2.7.
CN(C)CCCNC(=S)NCC(c1ccc(Cl)cc1Cl)c1c[nH]c2ccccc12 (configuration not stated) was read as GPR7 antag 75.3*, NALP1 yeast inh 13.0, PfM18AAP inh 5.5, VIM-2 inhibitor -4.4, IDE cell inh 0.2, PHOSPHO1 block 4.0, IMP-1 inhibitor -2.0, p-CIP stab down 3.1 and IDE cell activ 8.6.
For O=C1CC(=O)Nc2cc(S(=O)(=O)N3CCOc4ccc(Cl)cc43)ccc2N1 the results were GPR7 antag -8.7, NALP1 yeast inh 10.3, PfM18AAP inh 7.0, VIM-2 inhibitor -2.4, IDE cell inh 3.5, PHOSPHO1 block 12.3, IMP-1 inhibitor -4.7, p-CIP stab down -13.6 and IDE cell activ 6.3.
`O=C(Cn1c(=O)n(Cc2ccco2)c(=O)c2c3c(sc21)CCCCC3)Nc1ccccc1` gave GPR7 antag -6.1, NALP1 yeast inh 16.0, PfM18AAP inh -6.0, VIM-2 inhibitor -0.3, IDE cell inh -5.4, PHOSPHO1 block 37.5, IMP-1 inhibitor -0.6, p-CIP stab down -8.2 and IDE cell activ 1.2.
`O=C(NCc1ccc(Cl)cc1)c1cccnc1` gave GPR7 antag -8.6, NALP1 yeast inh 4.9, PfM18AAP inh 2.2, VIM-2 inhibitor -2.6, IDE cell inh 1.1, PHOSPHO1 block -6.0, IMP-1 inhibitor -3.0, p-CIP stab down 2.7 and IDE cell activ 3.2.
COc1cc(NC(=O)c2ccc(C)cc2)ccc1NC(=O)c1cc2ccccc2o1 was read as GPR7 antag 6.2, NALP1 yeast inh 20.4, PfM18AAP inh -6.2, VIM-2 inhibitor -0.5, IDE cell inh 1.9, PHOSPHO1 block 2.8, IMP-1 inhibitor -1.4, p-CIP stab down 9.2 and IDE cell activ 2.3.
`Cc1cnc(N)c2c(=O)oc3ccccc3c12` gave GPR7 antag -6.1, NALP1 yeast inh -20.8, PfM18AAP inh 4.9, VIM-2 inhibitor 8.4*, IDE cell inh -1.2, PHOSPHO1 block -0.1, IMP-1 inhibitor -4.3, p-CIP stab down -10.2 and IDE cell activ 4.3.
N#CC(c1cccc(Cl)c1)c1ccc2c(C(F)(F)F)cc(C(F)(F)F)nc2n1 (configuration not stated) was read as GPR7 antag -12.3, NALP1 yeast inh 24.5, PfM18AAP inh 4.6, VIM-2 inhibitor -1.8, IDE cell inh -2.6, PHOSPHO1 block 11.7, IMP-1 inhibitor -2.1, p-CIP stab down -4.5 and IDE cell activ 4.3.
COc1ccc(CC(NC(C)=O)C(=O)NC2CCN(C(=O)c3cnccn3)CC2)cc1 (configuration not stated) was read as GPR7 antag -0.9, NALP1 yeast inh 5.9, PfM18AAP inh -9.6, VIM-2 inhibitor -2.9, IDE cell inh 4.7, PHOSPHO1 block 37.9, IMP-1 inhibitor -2.1, p-CIP stab down 0.9 and IDE cell activ -0.5.
For CC(C)OC(=O)CCCCCN1C(=O)CSC1=S the results were GPR7 antag -5.5, NALP1 yeast inh 24.5, PfM18AAP inh 1.8, VIM-2 inhibitor -2.1, IDE cell inh 7.7, PHOSPHO1 block 0.1, IMP-1 inhibitor 0.6, p-CIP stab down 3.8 and IDE cell activ 1.2.
Screening O=C(NCCCc1ccccc1)c1cnc2n(c1=O)CCS2 returned GPR7 antag -7.7, NALP1 yeast inh 29.9, PfM18AAP inh -0.9, VIM-2 inhibitor 0.0, IDE cell inh -1.4, PHOSPHO1 block 14.3, IMP-1 inhibitor -4.4, p-CIP stab down 8.2 and IDE cell activ 9.7.

Screens as filed in PubChem BioAssay.
